Screening data as filed in PubChem BioAssay.
DNA Pol III inh = blocks replication by bacterial DNA polymerase III holoenzyme. reconstituted DNA polymerase III holoenzyme replication, biochemical. Potency, µM (highest dose often 57.1 µM), without a hit: top-dose activity change, negative = inhibition. 71,000 tested, 0.25% active. AID 603; further: potency means the concentration at half of the fitted maximal effect; on the % scale 0 is the no-effect control and ±100 the full control effect
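Reconstituted *E. coli* holoenzyme (0.35 nM Pol III, 1 nM beta, 154 nM SSB, 2 nM primase) was preincubated with compound for 15 min at RT. Synthesis on 1.4 nM ssM13Gori ran 35 min, then was stopped with PicoGreen/EDTA and read as dsDNA fluorescence.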
HADH2 inhib = blocks human hydroxyacyl-CoA dehydrogenase type II; 73,000 tested, 3.4% active; Potency, µM (highest dose often 57.1 µM), without a hit: at the highest dose activity change, negative = inhibition, hits mostly inhibitors; recombinant HADH2, NADH fluorescence, beta-hydroxybutyryl-CoA; AID 886; further: potency means the concentration at half of the fitted maximal effect; on the % scale 0 is the no-effect control and ±100 the full control effect; nearly all actives have a fitted effect of over 60% in size; many of its hits are not listed in these tables
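Activity measured as NADH fluorescence gain (360/450 nm), taken as the change between first and last reads of a 4-min kinetic run. Conditions: pH 9.0 Tris buffer, 20 nM E. coli-expressed His-tagged enzyme, 1 mM NAD+, 90 uM beta-hydroxybutyryl-CoA; 15-min compound preincubation.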
HBB splice mod = hemoglobin beta splicing modulation; HBB splicing reporter cell assay, activation; EGFP reporter with mutant IVS2-654 intron; response scale: normalised to 500 nM splice-correcting PNA; 65,000 tested, 0.06% active; Potency, µM (titrated, usually from 46.1 µM), inactives show top-dose activation, usual class: activators; further: potency means the concentration at half of the fitted maximal effect; 0% is about no effect
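Compounds were applied for 2 days to HeLa EGFP-654 cells, 500/well in Optimem with 2% FCS. The reporter's EGFP is disrupted by mis-splicing of beta-globin intron IVS2-654. Readout: summed well GFP fluorescence from 488 nm laser scanning; reference was 500 nM antisense […] 654 PNA.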
UbGFP stabilizer = ubiquitin-GFP accumulation via proteasome inhibition; 67,000 tested, under 10 active; Potency, µM (doses to about 45.9 µM), without a hit: at the top dose activation (GFP accumulation), most hits filed as activators; Ubiquitin-GFP reporter cells, proteasome inhibition, GFP fluorescence; response scale: untreated = 0%, 10 µM MG-132 = 100%; active means well fitted activation curve with a large enough effect, not every such curve was filed as active; inconclusive means small, poorly fitted or top-dose-only effect, or another doubt; inactive means no such curve, though single readings can be large or run the other way; further: potency means the concentration at half of the fitted maximal effect
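Proteasome blockade was scored as a rise in GFP-expressing U2OS cells carrying a ubiquitin(G76V)-GFP construct, imaged after 4 hr compound treatment at 37 °C across a 46 uM–2.9 nM series.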
15-hLO inh = 15-hLO (ALOX15) enzyme inhibition; P16050; purified 15hLO-1, xylenol orange hydroperoxide absorbance; Potency, µM (highest dose often 57.1 µM), inactives show at the top dose activity change, negative = inhibition, most hits filed as inhibitors; 74,000 tested, 1.4% active; AID 887; further: potency means the concentration at half of the fitted maximal effect; on the % scale 0 is the no-effect control and ±100 the full control effect; nearly all actives have a fitted effect of over 55% in size
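Quantitative HTS in 25 mM Hepes pH 7.5 containing 0.01% Triton X-100: human 15hLO-1 at 40 nM, arachidonic acid at 50 uM, 6 min turnover. Product quantified via ferrous oxidation/xylenol orange, 573:405 nm absorbance ratio.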
Hsp90 Hop PPI = changes Hsp90-Hop TPR2A binding signal, up or down. AlphaScreen TPR2A-His6 binding biotin-Hsp90 C-terminal peptide. Potency, µM (doses to about 57 µM), for the others: at the top dose activity change, negative = inhibition. 71,000 tested, 0.44% active; active means well fitted curve in either direction with a large enough effect; inconclusive means small, poorly fitted or top-dose-only effect, or another doubt; further: potency means the concentration at half of the fitted maximal effect; on the % scale 0 is the no-effect control and ±100 the full control effect; many of its hits are not listed in these tables
BRCT inh green = blocks human BRCA1 BRCT binding to phosphopeptide, green readout | 75,000 tested, 0.05% active | Potency, µM (titrated, usually from 76.9 µM), without a hit: at the highest dose activity change, negative = inhibition, hits mostly inhibitors | BRCA1 BRCT-phosphopeptide binding, green fluorescence polarization | AID 875;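 further: potency means the concentration at half of the fitted maximal effect; plate controls were peptide without protein for full effect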
Target sequence (P38398 whole entry, looked up): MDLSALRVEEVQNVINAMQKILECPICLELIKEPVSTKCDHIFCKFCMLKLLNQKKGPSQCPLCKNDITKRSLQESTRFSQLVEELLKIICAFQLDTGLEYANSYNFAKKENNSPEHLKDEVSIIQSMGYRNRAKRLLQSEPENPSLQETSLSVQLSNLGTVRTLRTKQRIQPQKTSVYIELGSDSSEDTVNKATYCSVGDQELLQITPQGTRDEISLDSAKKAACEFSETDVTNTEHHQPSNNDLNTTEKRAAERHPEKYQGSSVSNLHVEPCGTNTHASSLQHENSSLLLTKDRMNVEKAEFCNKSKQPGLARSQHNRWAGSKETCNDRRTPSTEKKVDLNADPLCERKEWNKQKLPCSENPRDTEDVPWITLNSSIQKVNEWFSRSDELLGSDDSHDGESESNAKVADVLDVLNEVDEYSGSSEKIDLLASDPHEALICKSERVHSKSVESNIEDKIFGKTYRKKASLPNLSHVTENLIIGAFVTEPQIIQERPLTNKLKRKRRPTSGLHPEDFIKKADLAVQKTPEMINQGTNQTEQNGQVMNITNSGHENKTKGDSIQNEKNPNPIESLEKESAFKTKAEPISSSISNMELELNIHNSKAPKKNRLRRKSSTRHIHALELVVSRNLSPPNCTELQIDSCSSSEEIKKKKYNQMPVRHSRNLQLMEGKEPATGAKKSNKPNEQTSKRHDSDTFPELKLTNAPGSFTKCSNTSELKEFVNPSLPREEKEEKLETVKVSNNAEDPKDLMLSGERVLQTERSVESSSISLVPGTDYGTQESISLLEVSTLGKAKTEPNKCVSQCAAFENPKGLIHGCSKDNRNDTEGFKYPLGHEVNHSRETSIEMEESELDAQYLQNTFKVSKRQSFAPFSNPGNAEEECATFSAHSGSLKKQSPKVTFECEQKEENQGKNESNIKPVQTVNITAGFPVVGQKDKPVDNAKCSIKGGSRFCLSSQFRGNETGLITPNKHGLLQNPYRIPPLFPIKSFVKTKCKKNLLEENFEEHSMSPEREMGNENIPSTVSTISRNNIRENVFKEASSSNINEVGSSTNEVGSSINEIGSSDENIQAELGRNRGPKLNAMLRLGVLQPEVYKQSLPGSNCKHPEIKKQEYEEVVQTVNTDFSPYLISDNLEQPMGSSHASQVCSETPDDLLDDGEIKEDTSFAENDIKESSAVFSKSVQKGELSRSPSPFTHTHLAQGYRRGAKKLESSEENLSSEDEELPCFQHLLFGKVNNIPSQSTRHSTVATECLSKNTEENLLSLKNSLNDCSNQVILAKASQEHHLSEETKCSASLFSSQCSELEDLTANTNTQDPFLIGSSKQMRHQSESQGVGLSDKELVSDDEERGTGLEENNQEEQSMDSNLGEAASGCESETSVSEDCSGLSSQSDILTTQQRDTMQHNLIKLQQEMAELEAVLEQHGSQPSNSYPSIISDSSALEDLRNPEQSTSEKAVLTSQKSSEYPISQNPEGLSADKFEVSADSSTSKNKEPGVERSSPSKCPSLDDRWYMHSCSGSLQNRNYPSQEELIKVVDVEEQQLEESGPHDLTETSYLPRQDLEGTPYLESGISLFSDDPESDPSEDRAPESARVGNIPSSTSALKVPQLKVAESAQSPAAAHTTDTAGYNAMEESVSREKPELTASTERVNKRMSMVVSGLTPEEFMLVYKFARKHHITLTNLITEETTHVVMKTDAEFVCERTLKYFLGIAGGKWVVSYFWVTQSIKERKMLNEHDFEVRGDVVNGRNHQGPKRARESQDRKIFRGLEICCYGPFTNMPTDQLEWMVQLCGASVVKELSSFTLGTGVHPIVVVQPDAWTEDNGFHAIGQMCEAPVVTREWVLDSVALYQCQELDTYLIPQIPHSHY
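Fluorescence polarization: His-tagged BRCT (~35 kDa BRCA1 C-terminus, 250 nM) bound to 100 nM fluorescein-labeled phosphorylated 10-aa BACH1 peptide, pH 7.3 phosphate buffer with DTT and Tween 20. Compounds incubated 12 min at room temperature; inhibition read as lowered polarization.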
CRE-bla Fsk = CRE-bla signaling modulation under forskolin stimulation; AID 662; 71,000 tested, 2.5% active; Potency, µM (top dose mostly 38.2 µM), for the others: top-dose activity change, negative = inhibition, usual class: activators; CHO CRE-bla reporter (cAMP response element driving beta-lactamase), forskolin EC10, beta-lactamase ratio; active means well fitted activation curve with a large enough effect in the signal ratio, with a control signal flat, not every such curve was filed as active; inconclusive means small, poorly fitted or top-dose-only effect, or effect the other way, or a change in a side signal; the % refers to the signal ratio; further: potency means the concentration at half of the fitted maximal effect; % of control where 0% means no effect
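Cells were plated overnight at 37 °C, exposed to compound titrations plus EC10 NKH 477 for 3 h, then given CCF4 dye for 2 h at room temperature. Blue/green (460/530 nm) ratio was converted to %Activity and AC50 values calculated.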
USP2a inhib = USP2a (human) protease inhibition; AID 927; 60,000 tested, 0.1% active; USP2a enzymatic assay, qHTS inhibition; Potency, µM (top dose mostly 38.3 µM), for the others: top-dose activity change, negative = inhibition, actives largely listed as inhibitors; O75604;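 further: potency means the concentration at half of the fitted maximal effect; nearly all actives have a fitted effect of over 60% in size; plate controls were DMSO for no effect and NEM full inhibition control for full effect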
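Coupled readout: USP2-cleaved Ub-PLA2 (20nM final) turns over NBD C6-HPC (20uM final), Ex 460nm/Em 535nm after 2.5 h, time-zero read flagging artifacts. Enzyme (20nM final, pH 8.0 Tris) given 30 min RT with compound first; NEM defines full inhibition.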
GFP derepression = epigenetic GFP locus derepression in mouse cells. 68,000 tested, 0.09% active. Potency, µM (top dose mostly 46.1 µM), for inactives: at the top dose GFP derepression (activation). mouse C127i GFP locus derepression, cytometry, 30 h. AID 597; further: % of control where 0% means no effect
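Murine C127i mammary cells carrying a silenced, stably integrated CMV-driven GFP reporter were treated with compound for 30 hours at 37 C. After PBS washes, GFP-positive cells were counted by laser-scanning microplate cytometry.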
BRCT inh red = inhibitors of human BRCA1 BRCT-phosphoprotein interaction (red fluorophore). P38398. BRCT-phosphopeptide binding, red fluorescence polarization. Potency, µM (series often up to 76.9 µM), for the others: at the highest dose activity change, negative = inhibition, actives largely listed as inhibitors. 75,000 tested, 0.03% active. AID 892; further: on the % scale 0 is the no-effect control and ±100 the full control effect
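Fluorescence polarization: 100 nM His-tagged BRCA1 BRCT with 100 nM TAMRA-labelled phospho-BACH1 decapeptide, phosphate buffer pH 7.3 with 150 mM NaCl, DTT, 0.01% Tween 20; 12 min RT. Binding inhibition seen as FP decrease.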
The depositor's hits bear a star; ? = inconclusive; . = no result given; [ ] = remark or other dose. Unless noted, the call rests on the fitted dose curve; in most records, active means well fitted curve in the direction sought with a large enough effect; inconclusive means small, poorly fitted or top-dose-only effect, or another doubt; inactive means no such curve, though single readings can be large; an effect the other way counts as inactive or inconclusive. The list is partial. The share of hits here may be higher or lower than overall.

Start of the data: the first three records (preview)
SMILES	DNA Pol III inh	HADH2 inhib	HBB splice mod	UbGFP stabilizer	15-hLO inh	Hsp90 Hop PPI	BRCT inh green	CRE-bla Fsk	USP2a inhib	GFP derepression	BRCT inh red
CCOC(=O)N1CCN(C(=O)CS(=O)(=O)c2cn(Cc3ccccc3C)c3ccccc23)CC1	-4%	-23%	-0.2%	3%	4%	0%	-0.2%	-3%	16%	0%	-0.9%
O=C1CCC(C(=O)Nc2ccc(OC(F)F)cc2)N1 (configuration not stated)	-3%	4%	-2.0%	1%	2%	0%	-0.8%	-3%	-7%	-2%	0.0%
Cc1cc(=O)oc2c1c(C)nn2-c1ccc(C(=O)OC(C)C)cc1	-1%	-3%	-0.7%	9%	6%	-3%	1.6%	3%	.	-3%	0.9%

The whole of this part (from the top)
SMILES	DNA Pol III inh	HADH2 inhib	HBB splice mod	UbGFP stabilizer	15-hLO inh	Hsp90 Hop PPI	BRCT inh green	CRE-bla Fsk	USP2a inhib	GFP derepression	BRCT inh red
CCOC(=O)N1CCN(C(=O)CS(=O)(=O)c2cn(Cc3ccccc3C)c3ccccc23)CC1	-4%	-23%	-0.2%	3%	4%	0%	-0.2%	-3%	16%	0%	-0.9%
O=C1CCC(C(=O)Nc2ccc(OC(F)F)cc2)N1 (configuration not stated)	-3%	4%	-2.0%	1%	2%	0%	-0.8%	-3%	-7%	-2%	0.0%
Cc1cc(=O)oc2c1c(C)nn2-c1ccc(C(=O)OC(C)C)cc1	-1%	-3%	-0.7%	9%	6%	-3%	1.6%	3%	.	-3%	0.9%
Cc1csc(NC(=O)c2cccc(S(=O)(=O)N3CCCCC3)c2)n1	13%	-5%	-0.3%[57.5 µM]	1%	-9%	-2%	1.0%	?	31%[activator]	-1%	0.4%
c1ccc2c(CC3NCCN3)cccc2c1	-1%[11.4 µM]	-5%[11.4 µM]	3.2%[9.22 µM]	-4%[9.17 µM]	2%[11.4 µM]	-1%[11 µM]	-2.5%[15.4 µM]	-16%[7.6 µM]	.	0%[9.22 µM]	0.4%[15.4 µM]
O=S(=O)(c1ccccc1)c1nc(-c2ccco2)oc1NCCCN1CCOCC1	-7%	-2%	-1.3%	10%	1%	-2%	1.5%	17%	5%	3%	-0.5%
CCOc1ccccc1NC(=O)CC1NCCNC1=O (configuration not stated)	1%	-3%	0.2%	-7%	5%	-3%	-5.2%	5%	7%	4%	0.8%
COc1ccc(N2C(=O)C3CCCN3C2c2ccc(Cl)cc2)cc1 (configuration not stated)	-2%	-1%	-0.5%	0%	3%	?	0.4%	-10%	.	0%	0.8%
CCn1c(SCC(=O)c2cccs2)nnc1-c1cccs1	-5%	-27%	-0.2%[57.5 µM]	1%	-14%	-1%	1.5%	-2%	-1%	1%	-2.4%
COc1ccccc1N1CCN(C(=O)CCNS(=O)(=O)c2ccc(Br)s2)CC1	11%	-4%	-4.0%	22%	1%	-5%	0.7%	-19%	14%	6%	1.6%
CCCNC(=O)c1cc(-c2ccc(O)cc2)on1	-4%	-15%	-1.3%	15%	6%	-2%	-1.0%	-6%	.	3%	0.1%
COc1ccc(S(=O)(=O)NC(CC(=O)NCC2CCCO2)c2ccco2)cc1 (configuration not stated)	-3%	3%	0.7%	-3%	2%	3%	-1.8%	?	10%	14%	0.5%
CCOC(=O)CN1CC23C=CC(O2)C(C(=O)Nc2ccc(C(C)=O)cc2)C3C1=O (configuration not stated)	2%	-9%	-1.2%	7%	7%	-1%	-0.6%	2%	.	7%	-0.9%
Clc1cccc(C=NC=Nc2cccc(Cl)c2)c1	-2%	1%	.	2%	-8%[25.6 µM]	-2%	-1.0%	?	.	1%	-0.1%
Cc1c(NC(=O)CSc2nnc3sc4ccccc4n23)c(=O)n(-c2ccccc2)n1C	-2%	4%	-0.1%[57.5 µM]	-1%	3%	-1%	-1.4%	-11%	-1%	-1%	-2.1%
Cn1cccc1C(=O)N1CCC2(CC1)CN(c1cccc(-c3ccccc3)c1)C2	-7%	10%	2.0%	-6%	-12%	?	-3.8%	-9%	110%[activator]	-2%[9.22 µM]	-3.0%
CC(Oc1ccc(Cl)cc1Cl)C(=O)NCCCN1CCOCC1 (configuration not stated)	0%	0%	-0.4%	22%	-2%	-8%	-0.4%	1%	.	2%	0.8%
O=C(CC(C(=O)N1CCc2ccccc21)n1ccnc1)NCC1CCCO1 (configuration not stated)	-5%	10%	-1.5%[57.5 µM]	6%	4%	-2%	2.2%	?	-13%	3%	1.0%
CN(CCO)c1ncnc2nc[nH]c12	-6%	13µM*	-0.2%	-3%	-6%	-2%	2.5%	?	.	.	1.7%
c1ccc(CC2CCN(C(c3cccs3)c3nnnn3C3CCCC3)CC2)cc1 (configuration not stated)	-1%	-1%	.	8%	-6%	4%	-0.7%	11%	-3%	0%	0.5%
Cc1ccnc(NS(=O)(=O)c2ccc(NC(=O)C3CCCCC3C(=O)O)cc2)n1 (configuration not stated)	-2%	0%	-0.2%	15%	0%	1%	0.9%	-12%	1%	6%	-0.1%
Cc1onc(-c2c(F)cccc2Cl)c1C(=O)N[C@H]1C(=O)N2[C@H]1SC(C)(C)[C@H]2C(=O)O	-5%[25.6 µM]	6%[25.6 µM]	-1.9%[20.6 µM]	6%[20.5 µM]	8%[25.6 µM]	-6%[26 µM]	-2.8%[34.4 µM]	-2%[17.1 µM]	-12%[17.1 µM]	5%[20.6 µM]	0.2%[34.4 µM]
COc1ccc(C)cc1S(=O)(=O)N1CCN(Cc2ccccc2)CC1	-4%	-2%	-3.4%	7%	-6%	1%	-2.8%	-10%	0%	1%	0.7%
O=C(O)c1ccc(Cl)c(NC(=O)C2CCCN2S(=O)(=O)c2cccc3nsnc23)c1 (configuration not stated)	-1%	-10%	-3.0%	1%	17%	0%	-9.2%	2%	-4%	0%	-3.5%
NC(=O)c1ccc(NC(=O)CCCc2nc(-c3ccccc3Cl)no2)cc1	-2%	-3%	1.9%[1.84 µM]	4%	-4%	-1%	0.3%	-6%	21%	-3%	0.3%
The results go on.
SMILES	DNA Pol III inh	HADH2 inhib	HBB splice mod	UbGFP stabilizer	15-hLO inh	Hsp90 Hop PPI	BRCT inh green	CRE-bla Fsk	USP2a inhib	GFP derepression	BRCT inh red
CCOC(=O)c1cc2sc(C)cc2n1CC(=O)Nc1ccc2c(c1)OCCO2	-1%	-1%	.	2%	-14%	1%	0.2%	-3%	-16%	-1%	0.5%
O=P(c1cccs1)(c1cccs1)c1cccs1	-8%[11.4 µM]	?	0.5%[0.0738 µM]	-12%[9.17 µM]	12%[11.4 µM]	-5%[11 µM]	-2.0%	?	-2%[7.66 µM]	-5%	-0.6%
CCOC(=O)Nc1ccc(S(=O)(=O)Nc2nccc(C)n2)cc1	8%	15%	0.5%	-1%	6%	?	-0.3%	5%	-6%	0%	-1.3%
COc1ccc(NC(=O)Cc2nnc(SCC(=O)Nc3cc(C)ccc3OC)n2C)cc1	-9%	8%	1.8%	-6%	12%	-4%	0.0%	-1%	19%	-1%	-0.1%
Cn1cccc1C(=O)N1CCC2(CCCN(c3ccc(-c4ccccc4)cc3)C2)CC1	-1%	18%	1.4%	-11%	?	-21%	6.4%	-7%	144%[activator]	0%[9.22 µM]	1.5%
CN(C)c1oc(-c2ccccc2Cl)nc1S(=O)(=O)c1ccccc1	3%	-6%	-0.7%	-3%	-10%	-4%[2.3 µM]	-4.6%	14%	.	.	-0.9%
O=C(Nc1c(C(=O)Nc2cccc(F)c2)oc2ccccc12)c1ccc2c(c1)OCO2	1%	432%[activator]	-0.1%	7%	-7%	-5%	-1.9%	?	32%[activator]	0%	0.4%
O=C(CN1CCOc2ccccc21)N1CCN(c2cccc(Cl)c2)CC1	-4%	0%	0.9%	18%	-19%	-20%	-1.1%	?	.	3%	-0.3%
COc1cccc(C(=O)NCc2nnc(SCC(=O)Nc3nccs3)n2-c2ccccc2)c1	4%	-1%	0.0%	17%	-1%	-3%	-1.4%	-7%	.	.	-0.7%
